Screening data: PubChem BioAssay, National Center for Advancing Translational Sciences (NCATS)
Sm TGR inh – qHTS Assay for the Inhibitors of Schistosoma Mansoni Peroxiredoxins; purified TGR, DTNB reduction, TNB absorbance 405 nm; Potency, µM (series often up to 114 µM), for inactives: at the highest dose activity change, negative = inhibition, usual class: inhibitors; 360,000 compounds, 3% hits; AID 485364, 2010; also: nearly all actives have a fitted effect of over 60% in size
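First, TGR (20 nM dispensed) and NADPH were mixed with compound. Second, a 15 min room-temperature incubation followed. Third, further NADPH and then DTNB were added to start the reaction. Finally, TNB absorbance was monitored kinetically.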
TbPYK inhibitor – qHTS of Trypanosoma Brucei Inhibitors | pyruvate kinase (Trypanosoma brucei), Q57TT1 | TbPYK enzyme, Kinase-Glo Plus ATP luminescence, 45 min | Potency, µM (top dose mostly 76.8 µM), inactives show top-dose activity, negative = inhibition, actives largely listed as inhibitors | 410,000 compounds, 0.12% hits | AID 624173, 2012; also: nearly all actives have a fitted effect of over 50% in size
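Readout: single end-point luminescence (Kinase-Glo Plus, 10 min). Reaction conditions were TbPYK/substrate plus 130 uM ADP, 45 min at RT, pH 7.2 TEA buffer. No-enzyme wells served as controls, and data were normalized before concentration-response fitting.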
The depositor's hits bear a star; ? = inconclusive; [ ] = dose if it differs, or a comment. Calls follow the shape of the dose curve; as a rule, active = well fitted curve in the direction sought with a large enough effect; inconclusive = small, poorly fitted or top-dose-only effect, or another doubt; inactive = no such curve, though single readings can be large; an effect the other way counts as inactive or inconclusive. % is scaled to controls: 0 for no effect and ±100 for the full control effect; potency is read from the fitted curve at half-maximal effect.

1) Cc1cc(C)c(OCC(=O)N(Cc2ccc(N(C)C)cc2)Cc2ccco2)c(C)c1
2) Cc1ccc(C)c(OCCSc2nc3ccccc3n2CC(=O)N2CCOCC2)c1
3) Cc1ccc(-n2c(=O)c3c4c(sc3n(CC(=O)Nc3ccccc3C)c2=O)CCCCC4)cc1C
4) Cc1cccc(N(Cc2cc3ccccc3[nH]c2=O)C(=O)c2cccc(Cl)c2)c1
5) Cc1ccc(N2CC(NC(=O)c3ccc(S(=O)(=O)N4CCCC4)cc3)CC2=O)cc1C (stereo unspecified)
6) COCCn1c(C)cc(O)c(C(c2ccccc2)N2CCC(C)CC2)c1=O (stereo unspecified)
assay / entry | 1 | 2 | 3 | 4 | 5 | 6
Sm TGR inh | 1% | -5% | -2% | -3% | 7% | 22µM*
TbPYK inhibitor | -4% | 1% | -10% | -10% | 3% | 2%

7) COC(=O)c1sccc1S(=O)(=O)N(CC(=O)NCc1ccc(F)cc1)c1ccccc1
8) CCCc1cc(=O)n2[nH]c(-c3ccc(C)cc3)nc2n1
9) COc1cccc(Nc2sc(C(=O)c3ccc(Cl)cc3)c(N)c2C(=O)NCc2ccc(C)cc2)c1
10) COc1cccc(CNC(=O)CSc2nnc(C)c3c(C)n(-c4ccccc4)nc23)c1
11) CCc1cccc(CC)c1NC(=O)C(Cc1ccccc1)NS(=O)(=O)c1cccc2nsnc12 (stereo unspecified)
12) COc1cc(CNCCSc2nnnn2C)ccc1OCc1c(F)cccc1Cl
assay / entry | 7 | 8 | 9 | 10 | 11 | 12
Sm TGR inh | 4% | 7% | 4% | 7% | 2% | 4%
TbPYK inhibitor | -3% | 0% | 4% | 2% | 0% | 3%

13) COc1ccc(CNC(=O)Nc2cn(CC(C)C)c(=O)c3ccccc23)cc1
14) COc1cc(C2C(=O)N(C3CCCCC3)CC(=O)N2Cc2ccc(C)cc2)ccc1OC(C)C (stereo unspecified)
15) Cn1c(=O)c2c(ncn2CC(=O)Nc2cc(Cl)cc(Cl)c2)n(C)c1=O
16) CCc1ccc(NC(=O)CSc2cn(CC(=O)N3CCOCC3)c3ccccc23)cc1
17) Cc1ccc2oc(=O)c3cc(C(=O)Nc4cccc(C#N)c4)sc3c2c1
18) Cc1ccc(Nc2c(-c3ccc(C)s3)nc3ncccn23)cc1
assay / entry | 13 | 14 | 15 | 16 | 17 | 18
Sm TGR inh | 28% | -1% | 1% | -1% | 2% | -4%
TbPYK inhibitor | 2% | -3% | 1% | -11% | 5% | -2%

19) CCCCn1cnc2cc(NCc3ccc(OCC)cc3)ccc21
20) CCCCn1cnc2cc(NC(=O)c3cc(OC)c(OC)c(OC)c3)ccc21
21) CCOC(=O)c1cccc(NC(=O)C2CCN(S(=O)(=O)c3ccc4c(c3)oc(=O)n4C)CC2)c1
22) Cc1cc(NC(=O)c2cccc(Cl)c2)ccc1-c1cc2ccccc2oc1=O
23) Cc1ccsc1CN(C(=O)c1ccc(Br)cc1)C1CCS(=O)(=O)C1 (stereo unspecified)
24) COc1cc(C2c3c(oc4ccc(F)cc4c3=O)C(=O)N2c2nc(C)c(C)s2)cc(OC)c1OC (stereo unspecified)
assay / entry | 19 | 20 | 21 | 22 | 23 | 24
Sm TGR inh | 7% | 1% | 0% | 8% | ? | 3%
TbPYK inhibitor | -23% | -4% | -6% | 11% | 3% | 8%

Among those listed so far, four contain an aryl thioether with sulfur outside any ring:
2) Cc1ccc(C)c(OCCSc2nc3ccccc3n2CC(=O)N2CCOCC2)c1
10) COc1cccc(CNC(=O)CSc2nnc(C)c3c(C)n(-c4ccccc4)nc23)c1
12) COc1cc(CNCCSc2nnnn2C)ccc1OCc1c(F)cccc1Cl
16) CCc1ccc(NC(=O)CSc2cn(CC(=O)N3CCOCC3)c3ccccc23)cc1
assay / entry | 2 | 10 | 12 | 16
Sm TGR inh | -5% | 7% | 4% | -1%
TbPYK inhibitor | 1% | 2% | 3% | -11%

Later entries.
25) CC(C)c1cnc2c(c1SCC(=O)Nc1ccc(OC(F)(F)F)cc1)c(=O)n(C)c(=O)n2C
26) CCc1nc2nc(C)cc(Nc3ccc(Br)cc3F)n2n1
27) COc1ccc(OC(=O)c2nc(SCc3ccccc3F)ncc2Cl)cc1
28) Cc1ccc(NC(=O)Cn2c(=O)n(CC(=O)NCCc3ccccc3)c(=O)c3ccccc32)cc1C
29) CCOC(=O)c1ccc(NC(=O)C2CCCN(c3ncnc4onc(-c5ccc(F)cc5)c34)C2)cc1 (stereo unspecified)
30) Cc1ccc(-n2nc3c(N4CCCC(C(=O)NCc5ccccc5C)C4)nnc(C)c3c2C)cc1 (stereo unspecified)
assay / entry | 25 | 26 | 27 | 28 | 29 | 30
Sm TGR inh | 3% | 5% | 13% | 2% | 3% | 6%
TbPYK inhibitor | -25% | 0% | -2% | 1% | 0% | 3%

31) CC(C)(C)C(=O)Nc1cccc(C(=O)OCc2cc(=O)n3nc(C4CCCCC4)sc3n2)c1
32) CCOc1ccccc1NC(=O)Cn1c(=O)n(Cc2ccc(C(=O)NCCCOC)cc2)c(=O)c2ccccc21
33) CCCNC(=O)C1CCN(S(=O)(=O)c2ccc3c(c2)CCCN3C(C)=O)CC1
34) Cc1cccc(N2CCn3c2nc2c3c(=O)n(CCc3ccccc3)c(=O)n2C)c1
35) CCOc1cccc(C(=O)Nc2ccc3oc(-c4ccc(C(C)(C)C)cc4)nc3c2)c1
36) Cc1ccc(Cl)cc1N1CCN(C(=O)c2cn(C)c3ccc(S(=O)(=O)N(C)C4CCCCC4)cc3c2=O)CC1
assay / entry | 31 | 32 | 33 | 34 | 35 | 36
Sm TGR inh | 3% | 4% | 7% | 4% | -1% | 4%
TbPYK inhibitor | 5% | -24% | 1% | -7% | -10% | 3%

37) CCCCn1cc(S(=O)(=O)c2ccc(OCC)cc2)c(=O)c2cc(OC)c(OC)cc21
38) CC(=O)NCCc1nc2ccccc2n1CCCCOc1ccc(Cl)cc1
39) COc1ccc(-c2cc(C)no2)cc1S(=O)(=O)Nc1c(C)cc(C)cc1C
40) Cc1ccc(C(=O)Nc2ccc(C(=O)O)cc2)cc1S(=O)(=O)N1CCC(C)CC1
41) CC(=O)c1ccc(NC(=O)Cn2cc(S(=O)(=O)Cc3ccccc3Cl)c3ccccc32)cc1
42) Cc1ccc(CC(=O)N(Cc2nc(-c3ccc(C)cc3)no2)C(C)C)cc1
assay / entry | 37 | 38 | 39 | 40 | 41 | 42
Sm TGR inh | 0% | 5% | ? | -2% | -19% | -2%
TbPYK inhibitor | -9% | -2% | 3%[15.4 µM] | -12% | 4%[15.4 µM] | -3%

43) Cc1cccn2c(=O)c3cc(C(=O)NCc4cccnc4)c(=N)n(CCCO)c3nc12
44) COc1cccc(/C=C/c2nc(C#N)c(N3CCCCC3)o2)c1
45) O=[N+]([O-])c1ccc(C(c2sc3nc(-c4ccco4)nn3c2O)N2CCN(c3cccc(Cl)c3)CC2)cc1 (stereo unspecified)
46) CCC(=O)N1CCc2cc(Br)cc(S(=O)(=O)NCCc3ccc(C)cc3)c21
47) CCOc1ccc(NC(=O)c2ccc(-c3ccccc3)s2)cc1
48) CCOc1ccc(CNC(=O)c2ccc(CS(=O)c3ccccc3)o2)cc1 (stereo unspecified)
assay / entry | 43 | 44 | 45 | 46 | 47 | 48
Sm TGR inh | 3% | 2% | -1% | 19% | -7% | 0%
TbPYK inhibitor | -24% | 0% | -16% | -5% | -1% | -1%

Taken from above.
CCc1cccc(CC)c1NC(=O)C(Cc1ccccc1)NS(=O)(=O)c1cccc2nsnc12 (stereo unspecified) in TbPYK inhibitor reads 0%
CCC(=O)N1CCc2cc(Br)cc(S(=O)(=O)NCCc3ccc(C)cc3)c21 in TbPYK inhibitor reads -5%
CC(C)c1cnc2c(c1SCC(=O)Nc1ccc(OC(F)(F)F)cc1)c(=O)n(C)c(=O)n2C in Sm TGR inh reads 3%
COC(=O)c1sccc1S(=O)(=O)N(CC(=O)NCc1ccc(F)cc1)c1ccccc1 in TbPYK inhibitor reads -3%

The list goes on:
49) Cc1c(Cl)cccc1NC(=O)c1ccc(C(=O)Nc2cccc(Cl)c2C)cc1
50) CC1CCN(S(=O)(=O)c2ccc3c(c2)c(=O)c(C(=O)N2CCN(c4cccc(Cl)c4)CC2)cn3C)CC1
51) CCOc1ccc(Br)cc1C1C(C(=O)Nc2ccccc2OC)=C(C)Nc2nnnn21 (stereo unspecified)
52) N#Cc1cc2c(nc1SCC(=O)Nc1ccc(F)c(Cl)c1)C1CCN2CC1
53) COc1ccc(N2CCN(C(=O)CSc3n[nH]c(-c4ccccc4)n3)CC2)cc1
54) COc1ccc2oc(=O)c(-c3csc(/C(C#N)=C/c4ccc(F)cc4)n3)cc2c1
assay / entry | 49 | 50 | 51 | 52 | 53 | 54
Sm TGR inh | -3% | -3% | -2% | -8% | 4% | 0%
TbPYK inhibitor | 0% | -3% | 0% | -1% | -3% | 2%

55) CN(C)CCNC(=O)C1CCN(Cc2cc3ccccc3n2Cc2ccccc2)CC1
56) COc1ccc(OC)c(C(=O)c2c(N)c(-c3nc(-c4ccc(C)c(C)c4)cs3)c3ccccn23)c1
57) COc1ccc(-c2onc(C)c2C)cc1S(=O)(=O)N1CCN(c2ccc(Cl)cc2)CC1
58) O=C(Nc1ccc(O)c(-c2nc3ccccc3o2)c1)c1cccs1
59) CCOC(=O)c1c(SCC(=O)Nc2cc(Cl)cc(Cl)c2)nc(=O)[nH]c1C
60) COc1cc(SC)ccc1C(=O)Nc1ccc(S(=O)(=O)Nc2nccc(C)n2)cc1
assay / entry | 55 | 56 | 57 | 58 | 59 | 60
Sm TGR inh | 0% | 1% | -2% | -4% | 0% | 17%
TbPYK inhibitor | -4% | 3% | -2% | 1% | -10% | -6%

61) Cc1ccc(C(=O)NCC(=O)OCc2cc(=O)n3c(C)csc3n2)cc1
62) N=c1n(CCO)c2ccccc2n1Cc1ccccc1F
63) Cc1noc(-c2ccc(N3CCCCC3)c([N+](=O)[O-])c2)n1
64) CCOc1ccc(NC(=O)c2c(NCc3cccnc3)sc3c2CCCC3)cc1
65) Cc1ccc(CN2C(=O)C(O)(c3c(C)[nH]c4ccccc34)c3ccccc32)cc1 (stereo unspecified)
66) CCCc1ccc(OC(=O)c2sc3ncn(Cc4cccc(F)c4)c(=O)c3c2C)cc1
assay / entry | 61 | 62 | 63 | 64 | 65 | 66
Sm TGR inh | 1% | 1% | -4% | ? | -31% | -1%
TbPYK inhibitor | 2% | -1% | -1% | ? | -12% | 0%

67) CCOc1ccc(N(CC(=O)Nc2ccc(OC)cc2)S(=O)(=O)c2ccc(Cl)cc2)cc1
68) CCOc1ccc(NC(=O)c2oc3ccccc3c2NC(=O)Cc2ccc(OC)c(OC)c2)cc1
69) COc1ccc(NC(=O)c2cc(S(=O)(=O)N3CCCCCC3)cn2C)c(OC)c1
70) CC(=O)Nc1ccc(NC(=O)C(Cc2ccccc2)N2Cc3ccccc3C2=O)cc1 (stereo unspecified)
71) CCOCCCN(C(=O)Nc1ccc(Cl)cc1)C1CCN(C(C)=O)CC1
72) NC(=O)CSc1nnnn1-c1cccc(O)c1
assay / entry | 67 | 68 | 69 | 70 | 71 | 72
Sm TGR inh | 6% | 1% | 0% | 3% | 1% | 3%
TbPYK inhibitor | 3% | 0% | -2% | -10% | 22% | 4%

73) Cc1cccc(N2CCN(c3c4c(nc5nncn35)CCC4)CC2)c1C
74) COc1ccc(C(=O)Oc2c(Sc3ccc(C)cc3)c(C)nn2C(C)(C)C)c(OC)c1
75) CCOC(=O)c1c(NC(=O)c2ccc(S(=O)(=O)N3CCC(C)CC3)cc2)sc2c1CCN(C)C2
76) COCCNC(=O)c1ccc2c(c1)N(Cc1cc(C)ccc1C)C(=O)c1ccccc1S2=O (stereo unspecified)
77) Cc1cc(C)c2c(n1)SCC(=O)N2CC(=O)Nc1ccccc1C
78) Cc1ccc(-n2c(=O)c3cccnc3n2CC(=O)Nc2ccccc2C(F)(F)F)cc1C
79) C#CCOc1c(Br)cc(C2C(C(=O)OC)=C(C)NC3=C2C(=O)c2ccccc23)cc1OCC (stereo unspecified)
80) Nc1c(C(=O)Nc2ccc(F)c(Cl)c2)sc2nc3c(cc12)N1CCC3CC1
assay / entry | 73 | 74 | 75 | 76 | 77 | 78 | 79 | 80
Sm TGR inh | 8% | 9% | -22% | 1% | 8% | -13% | 28µM* | 0%
TbPYK inhibitor | 4% | -8% | 2% | 2% | -5% | 1% | 4% | 1%

Sorted by molar mass (high to low): three of the compounds above
79) C#CCOc1c(Br)cc(C2C(C(=O)OC)=C(C)NC3=C2C(=O)c2ccccc23)cc1OCC (stereo unspecified)
76) COCCNC(=O)c1ccc2c(c1)N(Cc1cc(C)ccc1C)C(=O)c1ccccc1S2=O (stereo unspecified)
73) Cc1cccc(N2CCN(c3c4c(nc5nncn35)CCC4)CC2)c1C
assay / entry | 79 | 76 | 73
Sm TGR inh | 28µM* | 1% | 8%
TbPYK inhibitor | 4% | 2% | 4%

Some of the compounds tested. The share of hits here may be higher or lower than overall.
